GAA850 FXN act: FXN promoter activators, primary screen, cell-based, luciferase luminescence, HEK293 lucGAA850; 0.56% of 360,000 active; activation, % at 6 µM; HEK293 lucGAA850 FXN promoter luciferase reporter, 24 h; percent of 10 µM SAHA response; AID 540364, 2011;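 active means activation above the average of all compounds screened plus 3 SD, cutoff fixed separately per campaign, cut at about 7.5% in these data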;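 further: 0% = DMSO wells and 100% = 10 µM SAHA wells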
hgDAF12 agonist: H. glycines DAF-12 receptor agonists, primary screen, cell-based, luminescence, HEK293, GAL4 fusion, UAS-luciferase; Nuclear hormone receptor DAF-12 (Heterodera glycines), GAL4 fusion; HEK293 GAL4-hgDAF12 UAS-luciferase reporter, agonist luminescence; normalized to butyrate control; activation, % at 6.8 µM; 1.8% of 370,000 active; AID 687014, 2013;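 active means activation above a cutoff set at the mean of all screened compounds plus 3 SD, cut at about 10% in these data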;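 further: 0% = DMSO wells and 100% = sodium butyrate wells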
NPR1 activator: GC-A stimulated cGMP production enhancers – HEK293 GC-A cells, cGMP TR-FRET, EC30 ANP, primary screen | Atrial natriuretic peptide receptor 1 (Homo sapiens), P16066 | 0% at EC30 ANP, 100% saturating ANP | activation, % at 10 µM | 0.14% of 370,000 active; in the data active means activation above about 40%
GC-B act: human GC-B receptor activators, primary screen, HEK293 GC-B cells, cGMP TR-FRET, EC30 CNP | Atrial natriuretic peptide receptor 2 (Homo sapiens), P20594 | activation, % at 10 µM | 0% at EC30 CNP, 100% saturating CNP | AID 1920062, 2024 | 0.11% of 370,000 active;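 active means activation at 10 µM reaching about 35% in either raw or pattern-adjusted values, limit read from the data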
Target sequence (P20594 whole entry, looked up): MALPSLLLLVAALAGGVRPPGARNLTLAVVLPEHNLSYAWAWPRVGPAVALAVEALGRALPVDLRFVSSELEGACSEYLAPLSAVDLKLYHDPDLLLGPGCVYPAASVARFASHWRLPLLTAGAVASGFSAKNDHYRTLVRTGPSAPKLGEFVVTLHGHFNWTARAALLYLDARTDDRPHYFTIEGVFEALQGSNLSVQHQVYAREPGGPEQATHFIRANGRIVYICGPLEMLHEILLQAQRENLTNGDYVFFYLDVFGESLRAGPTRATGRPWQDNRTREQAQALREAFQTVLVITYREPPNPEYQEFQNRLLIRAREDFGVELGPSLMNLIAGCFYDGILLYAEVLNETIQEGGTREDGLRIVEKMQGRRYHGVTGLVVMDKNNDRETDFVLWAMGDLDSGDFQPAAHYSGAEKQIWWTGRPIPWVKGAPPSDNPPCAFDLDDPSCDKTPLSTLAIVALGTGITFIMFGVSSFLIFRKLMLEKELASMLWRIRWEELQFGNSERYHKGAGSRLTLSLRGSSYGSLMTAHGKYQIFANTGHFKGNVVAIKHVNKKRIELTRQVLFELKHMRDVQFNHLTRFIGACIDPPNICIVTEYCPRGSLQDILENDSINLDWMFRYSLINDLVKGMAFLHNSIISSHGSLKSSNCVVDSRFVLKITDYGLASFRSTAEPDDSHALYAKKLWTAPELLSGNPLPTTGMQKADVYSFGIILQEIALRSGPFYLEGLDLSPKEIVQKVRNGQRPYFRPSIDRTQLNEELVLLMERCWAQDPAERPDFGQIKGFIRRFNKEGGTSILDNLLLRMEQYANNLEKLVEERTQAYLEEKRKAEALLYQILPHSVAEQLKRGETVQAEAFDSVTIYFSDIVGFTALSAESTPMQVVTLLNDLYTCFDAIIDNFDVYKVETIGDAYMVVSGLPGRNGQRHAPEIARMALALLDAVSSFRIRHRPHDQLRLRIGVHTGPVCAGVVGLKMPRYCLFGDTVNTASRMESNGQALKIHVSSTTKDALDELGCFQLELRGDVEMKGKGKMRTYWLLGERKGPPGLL
HGIII-sPLA2 inh: human group III sPLA2 inhibitors, primary screen, biochemical, QFRET, BODIPY PC-A2 liposome substrate; Group 3 secretory phospholipase A2 (Homo sapiens), Q9NZ20; QFRET BODIPY PC-A2 liposome hydrolysis, fluorescence; inhibition, % at 12.2 µM; 0.56% of 370,000 active;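 active means inhibition above mean plus 3 SD of compounds lying within the high and low control bounds, cut at about 19% in these data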;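 further: 0% = median of test compound wells and 100% = no enzyme DMSO wells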
SMARCA2 activ: SMARCA2 (BRM) function activators, primary screen, cell-based, luminescence, high throughput; 1% of 370,000 active; MG213 cells, MMTV-luciferase reporter, dexamethasone, overnight; activation, % at 9.1 µM; AID 652017, 2013; in the data active means activation above about 7.8%;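 further: 0% = vehicle wells and 100% = reference activator wells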
ssDAF12 agonist: S. stercoralis DAF-12 nuclear receptor activators, primary screen, cell-based, luminescence, HEK293, GRIP1 co-expression, lit1-tk-luc; activation, % at 6.8 µM; AID 652126, 2013; Nuclear hormone receptor DAF-12 (Strongyloides stercoralis); 1% of 370,000 active; HEK293 ssDAF-12/GRIP1 lit1-tk-luc reporter; % of 3 µM dafachronic acid response;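 active means activation above the mean over all tested compounds plus 3 SD, cut at about 0.9% in these data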;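 further: 0% = DMSO-only wells and 100% = 3 µM delta7-dafachronic acid wells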
DAX1 inh-1: DAX1 (NR0B1) inhibitors on StAR promoter, primary screen, cell-based, luminescence, SF-1 (NR5A1), full-length DAX-1 | HEK293T StAR-luciferase reporter, SF-1/DAX-1 repression relief | inhibition, % at 6.8 µM | 1.1% of 370,000 active | AID 652010, 2013;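 active means inhibition above the mean over all tested compounds plus 3 SD, cut at about 3.6% in these data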;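 further: 0% = DAX-1 cells with DMSO and 100% = cells lacking DAX-1 with DMSO; higher inhibition means more luminescence from relief of DAX-1 repression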
hcDAF-12 act: H. contortus DAF-12 nuclear receptor activators, primary screen, cell-based, luminescence, HEK293, lit1-tk-luc reporter. HEK293 hcDAF-12 lit1-tk-luc reporter; 0% DMSO, 100% Δ7-dafachronic acid. activation, % at 6.8 µM. 1.4% of 370,000 active. AID 652067, 2013;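 active means activation above the mean of all tested compounds plus 3 SD, cut at about 5.5% in these data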;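 further: 100% = response to 3 µM Δ7-dafachronic acid high control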
DAX1 inh-2: DAX1 (NR0B1) inhibitors, primary screen, cell-based, HEK293, Gal4-DAX1, luciferase luminescence; Nuclear receptor subfamily 0 group B member 1 (Homo sapiens), P51843; HEK293 Gal4-DAX1 luciferase reporter; inhibition, % at 6.75 µM; 0.99% of 340,000 active; AID 504766, 2011;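 active means inhibition above the mean over all tested compounds plus 3 SD, cut at about 4.2% in these data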;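 further: 0% = DAX1-transfected cells with DMSO and 100% = empty-vector control cells with DMSO; inhibition shows as a rise in luminescence from relieved DAX1 repression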
KLK7 zymogen act: proKLK7 zymogen activators, primary screen, biochemical, fluorescence intensity | purified proKLK7, EDANS-DABCYL substrate fluorescence; 100% is mature enzyme control, 0% vehicle | activation, % at 7 µM | 0.9% of 370,000 active | Kallikrein-7 (Homo sapiens), P49862;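 active means activation above the mean of all tested compounds plus 3 SD, computed per campaign excluding outliers beyond control limits, cut at about 13% in these data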
An asterisk follows results filed as active; / = no result given.

SMILES	GAA850 FXN act	hgDAF12 agonist	NPR1 activator	GC-B act	HGIII-sPLA2 inh	SMARCA2 activ	ssDAF12 agonist	DAX1 inh-1	hcDAF-12 act	DAX1 inh-2	KLK7 zymogen act
Cc1cccc(C)c1NC(=O)CS(=O)CC(=O)NCC1OCCc2ccccc21 (stereo not given)	-0.2	2.7	-5	1	-2	0	-1.0	1.6	-0.5	3.0	0.2
O=C(Cc1cscn1)c1ccc(O)cc1O	-0.4	0.5	5	3	1	1	-1.0	0.1	0.7	-0.2	0.0
COc1ccc(NC(=S)NC23CN4CN(CN(C4)C2)C3)c(OC)c1	-3.7	5.4	-20	-4	4	-4	-1.1	0.3	-0.8	1.4	-0.7
CN1C(=O)/C(=C2\SC(N)=NC2=O)c2ccccc21	0.8	-1.2	-1	-13	-2	-1	-0.6	0.0	0.8	-0.7	-0.3
O=C(OCC#CCSc1nnc(-c2c[nH]c3ccccc23)o1)c1ccc(F)cc1	/	4.4	-5	-8	-38	/	-1.3	/	1.6	/	/
Cc1cc(=O)[nH]c(SCC(=O)Nc2ccc(C(=O)O)cc2)n1	1.1	-0.2	0	3	14	-3	-1.4	-0.6	0.2	-0.2	-0.4
COc1cccc(/C=N/Nc2nn3cnnc3c3ccccc23)c1O	-4.7	-1.0	19	0	-6	-1	-0.9	-0.4	-2.2	-2.0	-1.0
CC1CCCC(C)N1C(=O)COc1ccc([N+](=O)[O-])cc1Cl (stereo not given)	3.6	0.8	0	-9	3	-2	-1.4	-0.9	0.6	0.5	-0.2
CNC(=O)c1ccc(Nc2nnc(-c3ccc(C(N)=O)cc3)c3ccccc23)cc1	1.8	3.1	2	5	2	1	-1.0	0.7	-1.8	-0.1	133*
CCOc1ccc(C(=O)N2CCn3c2nc2ccccc23)cc1	1.6	2.8	0	2	2	2	-1.4	0.7	-1.1	2.5	0.0
CCC(C)NC(=O)Cn1c(=O)sc2ccccc21 (stereo not given)	0.6	1.6	0	1	4	0	-1.8	0.2	-1.4	1.1	-0.4
Cn1c(=O)cc(SCC(=O)NCC2CCCO2)c2ccc(Cl)cc21 (stereo not given)	-0.8	0.4	-10	-13	2	-2	-0.9	0.1	-0.4	0.7	-0.5
CC1(C)Cc2c(sc(NC(=O)c3ccccc3Cl)c2C(=O)O)CO1	1.2	-1.5	2	3	-1	0	-0.5	-0.3	-0.1	0.3	0.1
O=C(COC(=O)CC12CC3CC(CC(Br)(C3)C1)C2)NC(=O)NCc1ccco1	0.4	1.6	-1	3	5	-3	-1.0	0.3	0.7	0.1	0.4
NS(=O)(=O)c1ccc(NC(=O)C2C3C=CC(C3)C2C(=O)O)cc1 (stereo not given)	2.0	2.2	1	0	5	1	-1.0	0.1	-0.3	0.4	-1.1
CCC(C(=O)NC1CCCCC1)n1c(SCc2cccc(C)c2)nc2ccncc21 (stereo not given)	-1.3	-3.2	4	9	1	-2	-1.4	1.6	1.7	0.1	0.2
COc1ccc(-c2csc(NC(=O)CC(C)C)n2)cc1	1.9	4.7	4	1	-4	3	-0.8	0.3	-0.2	-0.7	0.1
COC(=O)C1CCN(c2cc(=O)n(C3CCCCC3)c(=O)[nH]2)CC1	-1.4	1.1	-3	0	-1	0	-0.8	0.2	-1.3	0.3	0.1
COc1ccc(-c2csc(NC(=O)c3ccc(N4C(=O)CCC4=O)cc3)n2)cc1	0.1	0.1	19	-4	-2	-4	-2.2	-1.7	-4.3	0.8	-0.5
CC(C)c1ccc(N(CC(=O)NCC2CCCO2)C(=O)Cn2nnc(-c3cccs3)n2)cc1 (stereo not given)	-0.9	-2.6	9	4	-14	-2	-1.3	-0.7	0.1	-1.5	0.1
COc1ccc(S(=O)(=O)Nc2ccc(S(=O)(=O)N3CCOCC3)cc2)cc1	1.0	-1.4	0	-6	1	0	-1.0	-0.4	0.0	-0.5	0.4
O=S(=O)(c1cccs1)N1CCC2(CC1)OCCO2	-0.3	-1.2	3	6	6	4	-1.4	-0.3	-0.3	0.2	-0.4
Cc1ccc(SC(C)C(=O)Nc2ccccc2C(=O)N2CCOCC2)cc1 (stereo not given)	-1.5	0.2	0	-3	-6	0	-1.1	0.3	-1.1	0.5	-1.0
COc1ccc(C(=O)NC(C(=O)NCC2CCCO2)C(C)C)cc1 (stereo not given)	-0.2	1.5	7	2	9	-3	-1.7	-0.1	0.6	0.8	0.3
CC(C)N1CCCC(C)(C(=O)Nc2ccc3c(c2)OCO3)C1 (stereo not given)	0.8	-0.6	-1	-1	6	-1	-1.3	0.1	0.3	/	0.0
Cc1c(-c2ccc(Br)cc2)[n+](=O)c2c(n1[O-])CCCC2	0.0	0.2	-2	-4	-1	-3	-1.4	0.5	-0.8	0.5	0.2
CCOC(=O)Nc1ccc2c(CN3CCN(S(=O)(=O)c4ccc(C(C)C)cc4)CC3)cc(=O)oc2c1	1.7	1.9	-4	-4	-7	0	-1.3	-0.5	-0.5	0.3	0.2
Cc1cc(-c2nnc(-c3cc4ccccc4oc3=O)o2)c(C)n1-c1ccccc1	1.9	1.0	3	0	5	3	-1.3	0.3	-1.1	-0.4	-1.6
CC(C)=N/N=C(\c1cccc([N+](=O)[O-])c1)C12CN3CN(CN(C3)C1)C2	1.0	-3.3	-1	2	3	-3	-1.0	-0.5	0.8	-0.4	0.0
Cc1cc([N+](=O)[O-])ccc1NC(=O)c1ccc(NC(=O)C(C)C)cc1	-0.7	2.9	1	1	0	0	-1.6	-0.3	-2.5	-0.7	-0.4
CC1=C(C)C(=O)N(c2ccccn2)C1=O	-0.2	0.1	-1	-5	-5	1	-0.6	0.1	-0.3	1.8	0.3
COc1ccc(-n2c(=O)[nH]cc(C(=O)Nc3ccc4c(c3)OCCO4)c2=O)cc1	-3.7	-3.0	0	-1	-4	-3	-1.2	0.0	-2.3	0.5	0.0
CCc1nc2ccccc2[nH]1	-0.8	1.5	1	3	2	-1	-1.4	0.2	0.5	2.6	0.3
Cc1ccc(OCC(=O)NNC(=O)CCc2ccccc2)cc1	1.9	-0.5	1	-3	-2	2	-1.8	-0.6	-1.0	-0.2	0.8
Cc1cc(C)nc(NS(=O)(=O)c2ccc(NC(=O)CCN3C(=O)c4ccccc4C3=O)cc2)n1	-1.4	1.1	3	2	-4	3	-1.5	-1.0	-1.9	1.0	-0.5
COc1ccc(NC(=O)C2CC(c3c(F)cccc3Cl)=NO2)cc1OC (stereo not given)	1.4	-0.1	2	-1	-4	1	-1.4	-0.5	-2.0	0.2	0.0
Cc1nnc2ccc(-c3cccc(NS(C)(=O)=O)c3)nn12	2.8	-2.5	18	15	2	3	-1.6	-0.1	0.3	0.1	0.2
CCN(CC)S(=O)(=O)c1ccc2oc(C(=O)NCC3COc4ccccc4O3)c(C)c2c1 (stereo not given)	1.9	2.4	4	2	-22	-2	-2.0	-2.5	-4.0	-2.4	-0.4
C/C(=N\NC(=O)CCCC(=O)O)c1c(-c2ccccc2)c2cc(Cl)ccc2[nH]c1=O	-0.7	3.0	1	3	0	-4	-1.4	0.0	-0.8	-0.6	-0.1
O=C(NNC(=O)c1cc(-c2ccncc2)nc2ccccc12)Nc1ccc(F)cc1	0.2	-3.7	-4	-8	-31	-2	-1.0	-0.3	-0.3	-1.1	0.8
O=C(NN1CCCCC1)c1ccccc1	-2.4	1.4	1	1	7	0	-0.7	-0.1	-1.6	-0.7	0.3
CCN(C[C@@H]1[C@@H](c2ccccc2)[C@H](CO)N1S(C)(=O)=O)C(=O)C1CCC1	/	5.1	-3	8	4	-3	-0.7	0.7	1.3	/	0.1
CCN1C(=O)N[C@@H](c2ccccc2)[C@H](C(=O)OC)[C@H]1C	1.9	0.9	2	2	4	0	-0.9	0.5	-1.4	0.3	-0.5
C[C@@H]1CCCCO[C@@H](CN(C)Cc2ccccc2)[C@@H](C)CN([C@H](C)CO)C(=O)c2cc(N(C)C)ccc2O1	-3.3	-1.6	4	1	24*	-4	-0.9	-0.5	-0.4	-0.4	0.2

Part of the list above, with values under each structure:
The line under a structure holds: GAA850 FXN act, hgDAF12 agonist, NPR1 activator, GC-B act, HGIII-sPLA2 inh, SMARCA2 activ, ssDAF12 agonist, DAX1 inh-1, hcDAF-12 act, DAX1 inh-2, KLK7 zymogen act
- Cc1cccc(C)c1NC(=O)CS(=O)CC(=O)NCC1OCCc2ccccc21 (stereo not given)
  -0.2, 2.7, -5, 1, -2, 0, -1.0, 1.6, -0.5, 3.0, 0.2
- O=C(Cc1cscn1)c1ccc(O)cc1O
  -0.4, 0.5, 5, 3, 1, 1, -1.0, 0.1, 0.7, -0.2, 0.0
- COc1ccc(NC(=S)NC23CN4CN(CN(C4)C2)C3)c(OC)c1
  -3.7, 5.4, -20, -4, 4, -4, -1.1, 0.3, -0.8, 1.4, -0.7
- CN1C(=O)/C(=C2\SC(N)=NC2=O)c2ccccc21
  0.8, -1.2, -1, -13, -2, -1, -0.6, 0.0, 0.8, -0.7, -0.3
- O=C(OCC#CCSc1nnc(-c2c[nH]c3ccccc23)o1)c1ccc(F)cc1
  /, 4.4, -5, -8, -38, /, -1.3, /, 1.6, /, /
- Cc1cc(=O)[nH]c(SCC(=O)Nc2ccc(C(=O)O)cc2)n1
  1.1, -0.2, 0, 3, 14, -3, -1.4, -0.6, 0.2, -0.2, -0.4
- COc1cccc(/C=N/Nc2nn3cnnc3c3ccccc23)c1O
  -4.7, -1.0, 19, 0, -6, -1, -0.9, -0.4, -2.2, -2.0, -1.0
- CC1CCCC(C)N1C(=O)COc1ccc([N+](=O)[O-])cc1Cl (stereo not given)
  3.6, 0.8, 0, -9, 3, -2, -1.4, -0.9, 0.6, 0.5, -0.2
- CNC(=O)c1ccc(Nc2nnc(-c3ccc(C(N)=O)cc3)c3ccccc23)cc1
  1.8, 3.1, 2, 5, 2, 1, -1.0, 0.7, -1.8, -0.1, 133*

High-throughput results deposited in PubChem BioAssay by several laboratories.
